PostGolgi ctrl – yeast control strain growth, post-Golgi counter-screen; efflux-deficient yeast background strain, growth absorbance A615, 16 h; inhibition, % at 10 µM; hit rate 5% among 98,000
CD11b adhes inh – inhibitors of human CD11b/CD18 binding to fibrinogen; P05107+P11215; K562 CD11b/CD18 adhesion to fibrinogen, ATPlite luminescence; Mn2+ added to activate the integrin; inhibition, % at 10 µM; hit rate 0.54% among 93,000; AID 1497;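 active means primary inhibition of 50% or more at 10 µM, then 40% or more on retest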; further: some results filed as inactive read as strong as hits
PostGolgi yeast – growth inhibition of a yeast mutant, post-Golgi transport screen; hit rate 0.9% among 98,000; post-Golgi transport phenotypic cell assay; inhibition, % at 10 µM;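 further: yeast cells grown in 1536-well plates; yeast grown about 18 h at 30C before absorbance read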
PLAP act – human PLAP activation. P05187. purified PLAP enzyme, luminescent substrate read-out; active compounds read high. activation fold at 20 µM. hit rate 1.2% among 96,000; in the data active means activation fold above about 2
Target sequence (P05187 whole entry, looked up): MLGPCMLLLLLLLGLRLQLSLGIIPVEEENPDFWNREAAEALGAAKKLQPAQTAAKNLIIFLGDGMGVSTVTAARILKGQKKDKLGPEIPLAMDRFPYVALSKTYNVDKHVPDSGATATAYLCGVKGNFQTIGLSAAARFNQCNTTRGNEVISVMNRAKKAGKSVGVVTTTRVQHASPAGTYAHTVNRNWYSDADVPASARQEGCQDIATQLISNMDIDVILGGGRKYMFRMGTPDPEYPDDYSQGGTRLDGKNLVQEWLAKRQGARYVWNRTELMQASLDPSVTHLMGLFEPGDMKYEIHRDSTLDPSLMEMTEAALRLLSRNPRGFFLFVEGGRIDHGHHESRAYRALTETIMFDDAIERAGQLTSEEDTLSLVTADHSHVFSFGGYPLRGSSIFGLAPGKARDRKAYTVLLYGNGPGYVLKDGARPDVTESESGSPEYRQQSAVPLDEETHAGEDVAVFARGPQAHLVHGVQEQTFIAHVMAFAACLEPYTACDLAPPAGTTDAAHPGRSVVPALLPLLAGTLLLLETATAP
Ecoli WT expand – blocks growth of wild type E. coli BW25113; OD600 absorbance; growth inhibition, % at 100 µM; hit rate 0.15% among 98,000; AID 710;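 active means growth inhibition above about 50% at one test dose, limit read from the data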;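 further: growth measured after 20 h incubation at 37 °C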
Starred values were filed as active, the others as inactive; · = no result given. Unless noted, no stated cut-off is given here; in the data, active means inhibition above about 30%; inactive means the rest.

Sequence of screens – PostGolgi ctrl | CD11b adhes inh | PostGolgi yeast | PLAP act | Ecoli WT expand
COCCCN(C(=O)Cn1ncc2c(=O)oc3ccc(C)cc3c21)C(C)c1ccncc1 (centres undefined)
    3.9 | · | 3.9 | · | -1.0
Cc1ccc(Cn2nnc3c(=O)[nH]c(C4CCN(S(=O)(=O)c5ccc(F)cc5)CC4)nc32)cc1
    0.2 | · | 1.9 | · | -7.0
C=CCn1c(SCC(=O)NC23CC4CC(CC(C4)C2)C3)nc(O)cc1=O
    3.7 | · | 3.9 | · | -10.0
O=C(NCCCN1CCOCC1)c1cc2c(=O)[nH]c3ccccc3c2s1
    4.7 | · | -1.9 | · | 7.0
CC(C)c1cc(C(=O)NC2CCCCC2)no1
    12.3 | · | 2.4 | · | -5.0
Cc1cccc(-n2c(Cc3cc(=O)[nH]c(=O)[nH]3)nnc2SC(C)C)c1
    -8.8 | · | -3.4 | · | 5.0
CCCn1cnc2c(cnn2-c2ccc(F)cc2)c1=O
    6.2 | · | 5.1 | · | 5.0
Cc1cc(NCc2ccco2)nc2cc(O)ccc12
    3.5 | · | 7.7 | · | 3.0
Cn1c(Cn2c(=O)sc3ccccc32)nnc1SCC(=O)N1CCc2ccccc21
    -1.8 | · | -0.5 | · | -3.0
CCN(CC)c1c(-c2ccccc2)c2cc(C)ccc2[nH]c1=O
    23.6 | · | -7.9 | · | -2.0
COc1ccccc1-c1c(C)oc2c(CN3CCN(C)CC3)c(O)ccc2c1=O
    0.0 | · | -0.2 | · | 1.0
CCOC(=O)c1[nH]c2ccc(OC)cc2c1NC(=O)CN1CCN(c2ccccn2)CC1
    4.3 | · | -1.5 | · | 6.0
O=c1c2ccccc2n(Cc2ccc(Cl)cc2)c(=O)n1Cc1ccco1
    75.5* | · | -2.3 | · | -7.0
CSc1nnc(CNC(=O)c2ccccc2)n1-c1cccc(C)c1
    1.0 | · | 3.7 | · | -3.0
Cc1c(Cc2ccccc2)c(=O)oc2c(CN(C)C)c(O)c(Cl)cc12
    -2.5 | · | 0.9 | · | -1.0
Cc1ccc(NC(=O)CSc2nnc(Cn3c(=O)sc4ccccc43)n2C)cc1
    4.5 | · | 4.8 | · | -5.0
COc1ccc(NC(=O)CN2CC(c3ccccc3)CC2=O)cc1OC (centres undefined)
    7.0 | · | 3.0 | · | -4.0
Cn1nc(CC(=O)Nc2ccc(N3CCN(C(=O)OC(C)(C)C)CC3)cc2)c2ccccc2c1=O
    0.0 | · | -4.0 | · | -24.0
CCOC(=O)C(C)Sc1nnc2n1C(C)(C)Cc1ccccc1-2 (centres undefined)
    5.2 | · | -3.3 | · | 2.0
Cn1c(Cn2c(=O)sc3ccccc32)nnc1SCC(=O)NCc1ccc(F)cc1
    2.9 | · | 1.0 | · | -12.0
CCOC(=O)C(NC(=O)C1CCCN1C(=O)OCc1ccccc1)C(=O)OCC (centres undefined)
    12.8 | · | 3.1 | · | 3.0
COc1ccc(Cc2nnc(-c3cccc(C)c3)o2)cc1OC
    6.7 | · | -2.2 | · | 4.0
CCN(CC)CCNC(=O)c1c(O)c2cc(OC)c(OC)cc2[nH]c1=O
    4.4 | · | 11.5 | · | -5.0
O=C(Nc1ccc(S(=O)(=O)N2CCCC2)cc1)C1COc2ccccc2O1 (centres undefined)
    11.9 | · | -1.6 | · | -2.0
O=C(NCc1ccco1)c1cccc2c1C(=O)N(C1CCCCC1)C2
    13.6 | · | -4.5 | · | -1.0
CCc1cc2c(=O)c(-c3nc4ccccc4n3C)c(C(C)C)oc2c(CN2CCN(C)CC2)c1O
    9.4 | · | 2.9 | · | 3.0
CCOc1ccc(N(CC(=O)Nc2ccc(C)c(C)c2)S(=O)(=O)c2c(C)noc2C)cc1
    24.8 | · | 4.5 | · | -18.0
CCCCCCn1c(CN2CCN(C(=O)c3ccco3)CC2)nc2c1c(=O)n(C)c(=O)n2C
    8.1 | · | 7.7 | · | -4.0
O=C(Cn1nc(-c2ccccc2)ccc1=O)Nc1ccc(N2CCN(C(=O)c3ccccc3)CC2)cc1
    7.5 | · | 3.4 | · | -9.0
CCOC(=O)N1CCN(C(=O)CSc2nnc(Cn3c(=O)sc4ccccc43)n2C)CC1
    0.2 | · | 7.4 | · | -3.0
CCCCCSc1nc(C)c(CC(=O)O)c(=O)[nH]1
    9.0 | · | 2.0 | · | -7.0
CCCCCCn1c(N2CCN(c3ccccc3)CC2)nc2c1c(=O)[nH]c(=O)n2C
    26.1 | · | 2.4 | · | 4.0
Cn1c(Cn2c(=O)sc3ccccc32)nnc1SCC(=O)NCC1CCCO1 (centres undefined)
    11.9 | · | -1.6 | · | -3.0
Cc1c(N=c2c(=O)c3ccccc3c2=O)c(=O)n(-c2ccccc2)n1C
    3.2 | · | 6.4 | · | 0.0
O=C(Nc1ccc(F)cc1)N(CCCN1CCOCC1)Cc1cc2cc3c(cc2[nH]c1=O)OCO3
    2.0 | · | 8.2 | · | -7.0
CCOC(=O)CSc1nnc(Cn2c(=O)sc3ccccc32)n1-c1ccccc1C
    13.5 | · | 4.7 | · | -9.0
CCOC(=O)N1CCN(c2c(-c3ccc(C)cc3)c(=O)c2=O)CC1
    6.2 | · | 4.9 | · | -2.0
Cn1c(Cn2c(=O)sc3ccccc32)nnc1SCc1ccccc1
    9.8 | · | 7.2 | · | -3.0
CN1CCc2c(n(CC(O)CN3C(=O)c4ccccc4S3(=O)=O)c3ccccc23)C1=O (centres undefined)
    17.3 | · | 0.7 | · | -1.0
CC(C)CCn1c(N2CCN(c3cccc(Cl)c3)CC2)nc2c1c(=O)[nH]c(=O)n2C
    35.3* | · | 2.8 | · | -3.0
CCc1ccc(NC(=O)CSc2nnc(Cn3c(=O)sc4ccccc43)n2C)cc1
    0.3 | · | 3.5 | · | -14.0
Oc1c(C(c2ccccc2)N2CCCCC2)sc2ncnn12 (centres undefined)
    1.4 | · | 5.5 | · | 4.0
CC(=O)N1CCN(c2ccc(NC(=O)c3ccccc3Br)cc2Cl)CC1
    9.5 | · | -6.7 | · | -10.0
O=C1CCc2cc(S(=O)(=O)NCCC(=O)N3CCN(c4cccc(Cl)c4)CC3)ccc2N1
    5.2 | · | -5.9 | · | -2.0
CCOc1ccc(NC(=O)c2ccc(N)cc2)cc1
    -9.0 | · | -1.6 | · | -2.0
CCOc1c(C)cc2[nH]c(CCC(=O)O)nc2c1C
    2.2 | · | -2.5 | · | -10.0
N/C(CCN1CCOCC1)=N/O
    -9.3 | · | -7.2 | · | 9.0
CCOc1ccc(OCC)c(NC(=O)CSc2nnc(Cn3cnc4ccccc43)n2C)c1
    9.1 | · | -4.5 | · | -16.0
CC1CC(C)CN(c2ncnc3c2cnn3-c2ccc(Cl)cc2)C1 (centres undefined)
    9.1 | · | 9.5 | · | -13.0
Cn1c(Cn2c(=O)sc3ccccc32)nnc1SCC(=O)NCc1ccccc1Cl
    1.8 | · | 0.8 | · | 2.0
Cc1cc(C(=O)N2CCN(Cc3ccc4c(c3)OCO4)CC2)on1
    8.8 | · | -1.1 | · | 4.0
CCCC(OC(=O)CN1C(=O)COc2ccccc21)C(=O)NC1CCCC1 (centres undefined)
    1.6 | · | 2.0 | · | -2.0
CC1CC(C)CN(S(=O)(=O)c2ccc(NC(=O)C3COc4ccccc4O3)cc2)C1 (centres undefined)
    38.0* | · | 3.2 | · | -11.0
COc1ccc(N2CCN(Cc3nc4c(c(=O)n(C)c(=O)n4C)n3CCc3ccccc3)CC2)cc1
    6.8 | · | 3.8 | · | 1.0
Cc1ccc(Cn2nnnc2CN2CCC(O)(c3ccccc3F)CC2)cc1
    18.1 | · | 4.7 | · | -1.0
Nc1cc(-c2cccc(F)c2)nn1S(=O)(=O)c1cccc2nsnc12
    -0.5 | · | 15.8 | · | 5.0
CCOC(=O)CNC(=O)CSc1nnc(Cn2c(=O)sc3ccccc32)n1C
    -2.6 | · | 4.8 | · | -12.0
CCOC(=O)c1cn(-c2ccccc2)nc1-c1cccnc1
    9.3 | · | 3.1 | · | 9.0
Cc1nn(C)c(C)c1S(=O)(=O)N(CC(=O)NCc1cccs1)c1ccc(C(C)C)cc1
    0.0 | · | 3.2 | · | 3.0
Cc1ccc(/C(O)=C2/C(=O)C(=O)N(CCN3CCOCC3)C2c2cccnc2)cc1 (centres undefined)
    6.2 | · | 0.2 | · | 1.0

Part of the list above, with each value named.
COc1ccccc1-c1c(C)oc2c(CN3CCN(C)CC3)c(O)ccc2c1=O
  PostGolgi ctrl: 0.0
  CD11b adhes inh: ·
  PostGolgi yeast: -0.2
  PLAP act: ·
  Ecoli WT expand: 1.0
CC1CC(C)CN(c2ncnc3c2cnn3-c2ccc(Cl)cc2)C1 (centres undefined)
  PostGolgi ctrl: 9.1
  CD11b adhes inh: ·
  PostGolgi yeast: 9.5
  PLAP act: ·
  Ecoli WT expand: -13.0
CCOC(=O)CNC(=O)CSc1nnc(Cn2c(=O)sc3ccccc32)n1C
  PostGolgi ctrl: -2.6
  CD11b adhes inh: ·
  PostGolgi yeast: 4.8
  PLAP act: ·
  Ecoli WT expand: -12.0
Cc1ccc(NC(=O)CSc2nnc(Cn3c(=O)sc4ccccc43)n2C)cc1
  PostGolgi ctrl: 4.5
  CD11b adhes inh: ·
  PostGolgi yeast: 4.8
  PLAP act: ·
  Ecoli WT expand: -5.0

Going on with the list.
Sequence of screens – PostGolgi ctrl | CD11b adhes inh | PostGolgi yeast | PLAP act | Ecoli WT expand
CC(C)NS(=O)(=O)c1ccc2c(c1)oc(=O)n2C
    12.2 | · | 2.2 | · | 0.0
Cn1c(Cn2c(=O)sc3ccccc32)nnc1SCC(=O)Nc1ccccc1F
    -10.9 | · | -1.1 | · | 9.0
COc1ccc(Cn2nnc3c(=O)[nH]c(C4CCCN(C(=O)c5ccccc5)C4)nc32)cc1 (centres undefined)
    -0.8 | · | -0.9 | · | 5.0
O=C(O)C1CCCN1S(=O)(=O)c1ccc2ccccc2c1 (centres undefined)
    -2.4 | · | 1.4 | · | 2.0
CCCCCn1c(CCCNC(=O)CC)nc2ccccc21
    10.9 | · | 2.2 | · | 2.0
O=S(=O)(c1ccccc1)N1CCC(N2CCCCCC2)CC1
    8.5 | · | 5.7 | · | -1.0
CCOCCn1cnc2sc(C(=O)NCC(=O)OCC)c(C)c2c1=O
    8.3 | · | 7.2 | · | 1.0
O=C(CCCn1ncn2c(cc3occc32)c1=O)N1CCc2ccccc2C1
    9.8 | · | 0.3 | · | 0.0
Cc1cc(C)nc(NC(=O)CSc2ccccn2)n1
    -13.3 | · | -0.6 | · | -8.0
CCOc1ccccc1C(=O)Nc1nnc(CC)s1
    18.9 | · | 6.4 | · | 10.0
Cc1ccc(-n2c3c(cc(C(=O)NCCCN4CCOCC4)c2=O)C(=O)CC(C)(C)C3)cc1
    · | -1.7 | · | 1.4 | ·
O=C(CSc1ccc2nnc(-c3ccc(Cl)cc3)n2n1)N1CCCC1
    · | -36.0 | · | 1 | ·
CCN1CCCC1CN(Cc1cc2cc(C)cc(C)c2[nH]c1=O)C(=O)Nc1ccccc1OC (centres undefined)
    · | -6.6 | · | 1.6 | ·
COc1c(Cl)ccc(Cl)c1C(=O)OCC(=O)O
    · | -9.3 | · | 0.9 | ·
C=CCn1cnc2c(c1=O)c1nc3ccccc3nc1n2-c1ccccc1
    · | -5.4 | · | 1 | ·
COCc1cc(C)nc(N2CCN(c3ccccc3)CC2)c1C#N
    · | -15.5 | · | 1.1 | ·
COc1cccc(-c2nnc3sc(-c4ccccc4)nn23)c1
    · | -6.3 | · | 0.9 | ·
Cc1nc(SCn2nnc3ccccc3c2=O)c2c(C)c(C)sc2n1
    · | -0.4 | · | 0.9 | ·
Cc1ccc(N)c(C(=O)CCCCC(=O)O)c1
    · | 2.5 | · | 0.9 | ·
CC1(C)CC(=O)C2=C(C1)Oc1ncn3nc(-c4cccnc4)nc3c1C2c1ccccc1 (centres undefined)
    · | -3.8 | · | 0.9 | ·
N#C/C=C1\Sc2ccccc2C(=O)N1CC(=O)N1CCN(S(=O)(=O)c2ccccc2)CC1
    · | -8.0 | · | 1 | ·
COc1ccc2[nH]c(=O)c(CN(C(=O)C3CCCO3)c3cccc(C)c3)cc2c1 (centres undefined)
    · | -7.8 | · | 0.9 | ·
Cn1c(=O)c2c3c(sc2n2c(SCC(=O)c4ccccc4)nnc12)COC(C)(C)C3
    · | 3.9 | · | 1 | ·
Cc1[nH]nc(N=Cc2c(O)n(C)c(=O)n(C)c2=O)c1-c1ccccc1
    · | 8.6 | · | 1.1 | ·
C1CN(c2nc3nonc3nc2N2CCOCC2)CCO1
    · | 1.0 | · | 1.1 | ·
COc1ccc(Cn2c3nc4ccccc4nc3c3c(=O)n(Cc4ccco4)c(C)nc32)cc1
    · | -11.7 | · | 1.9 | ·
CCOc1cc(NC(=O)c2ccco2)c(OCC)cc1NC(=O)CCc1ccc(OC)cc1
    · | -15.6 | · | 1.1 | ·
c1ccc2nc3c(nc2c1)sc1nc2ccccc2n13
    · | 1.4 | · | 1.1 | ·
CCCC(=O)Nc1nn(C)c2nc3cc(C)ccc3cc12
    · | -4.0 | · | 1 | ·
O=C(Nc1ccc(C2CCCCC2)cc1)C1CCN(c2ncccn2)CC1
    · | -7.9 | · | 0.9 | ·
CCC(O)CNc1nc(-n2nc(C)cc2C)nc2sc3c(c12)CCCC3 (centres undefined)
    · | -3.2 | · | 0.8 | ·
COc1ccc(OC)c(N=c2oc3c(OC)cccc3cc2C(=O)NCc2ccco2)c1
    · | -3.7 | · | 0.8 | ·
COc1ccc(CNC(=O)CSc2nnc(C)s2)cc1
    · | 27.0 | · | 1 | ·

Screening data from PubChem.

These rows are one share of the data; count on the stated rates, not on these rows.
